# GLP-1R agonist: GLP-1 receptor (human) agonism; HEK293 GLP-1R CRE-luciferase, luminescence, 4-6 h; cells express a hypersensitive GLP-1R form; Potency, µM (titrated, usually from 45.6 µM), for the others: top-dose activation, most hits filed as activators; 380,000 compounds, 0.007% hits; AID 624172; also: potency is read from the fitted curve at half-maximal effect; % of control where 0% means no effect
# WRN helicase inh: WRN helicase (human) inhibition; Q14191; WRN helicase unwinding, fluorescent forked duplex, kinetic; AID 651768; Potency, µM (series often up to 114 µM), for the others: at the top dose activity change, negative = inhibition, actives largely listed as inhibitors; 360,000 compounds, 0.46% hits; also: potency is read from the fitted curve at half-maximal effect; % is scaled to controls: 0 for no effect and ±100 for the full control effect; nearly all actives have a fitted effect of over 55% in size
#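 WRN at 20 nM final was preincubated with compound for 15 min at room temperature; reaction started with 100 nM forked duplex oligonucleotide carrying fluorophore and quencher plus 2 mM ATP (final). Unwinding followed kinetically by red fluorescence (ex 525/em 598 nm).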
# PLK1 PBD block: blocks phosphopeptide binding to human PLK1 polo-box domain | P53350 | Plk1 PBD binding of FITC phosphopeptide, fluorescence polarization | Potency, µM, for the others: max response, negative = inhibition, hits mostly inhibitors | 360,000 compounds, 2.8% hits | AID 720504; also: potency is read from the fitted curve at half-maximal effect; series mostly up to about 57 µM; % is scaled to controls: 0 for no effect and ±100 for the full control effect; nearly all actives have a fitted effect of over 65% in size
# Target sequence (P53350 whole entry, looked up, the tested form may be a part): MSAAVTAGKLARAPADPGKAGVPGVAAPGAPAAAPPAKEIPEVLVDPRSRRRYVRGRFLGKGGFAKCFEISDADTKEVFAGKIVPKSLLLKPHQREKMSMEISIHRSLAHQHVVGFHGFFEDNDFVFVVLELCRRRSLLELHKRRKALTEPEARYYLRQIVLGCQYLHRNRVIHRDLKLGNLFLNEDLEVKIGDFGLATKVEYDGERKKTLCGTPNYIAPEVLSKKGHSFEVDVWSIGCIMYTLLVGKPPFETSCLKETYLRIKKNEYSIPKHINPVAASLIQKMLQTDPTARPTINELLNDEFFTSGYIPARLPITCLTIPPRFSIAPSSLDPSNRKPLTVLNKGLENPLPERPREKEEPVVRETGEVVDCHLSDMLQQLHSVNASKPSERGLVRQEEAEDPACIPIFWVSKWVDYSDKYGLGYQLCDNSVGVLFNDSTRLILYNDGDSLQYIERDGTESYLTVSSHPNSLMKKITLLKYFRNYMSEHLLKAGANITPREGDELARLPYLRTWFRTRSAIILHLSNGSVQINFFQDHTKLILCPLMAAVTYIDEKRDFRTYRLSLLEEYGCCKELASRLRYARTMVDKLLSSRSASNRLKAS
# DRD3 agonist: activates the human D3 dopamine receptor; P35462; D3R DiscoveRx beta-arrestin cells, luminescence, 90 min; max activation, %; 410,000 compounds, 0.58% hits; in the data active = max activation above about 30%; also: 0% is about no effect; mostly tested at two doses, the higher about 12 µM
# Target sequence (P35462 whole entry, looked up): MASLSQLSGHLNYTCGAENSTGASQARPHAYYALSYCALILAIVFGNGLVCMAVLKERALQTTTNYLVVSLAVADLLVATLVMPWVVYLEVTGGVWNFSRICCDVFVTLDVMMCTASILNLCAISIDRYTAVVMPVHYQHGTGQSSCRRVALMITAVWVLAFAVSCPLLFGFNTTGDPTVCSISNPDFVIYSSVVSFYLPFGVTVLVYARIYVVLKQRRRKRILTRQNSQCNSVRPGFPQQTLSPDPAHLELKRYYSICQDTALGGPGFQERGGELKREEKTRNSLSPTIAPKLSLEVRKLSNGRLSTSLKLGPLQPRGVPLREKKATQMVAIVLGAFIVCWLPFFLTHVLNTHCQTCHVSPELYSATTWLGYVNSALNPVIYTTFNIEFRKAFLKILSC
#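 Agonist-mode cell screen: cells plated at 1500/well and incubated overnight at 37 °C, then exposed to library compounds for 90 min at 37 °C. Detection reagent was added for 30–60 min at room temperature, and luminescence was read.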
# GLP-1R inv ag: inverse agonists of human GLP-1 receptor; HEK293 GLP-1R CRE-luciferase, luminescence, 24 h; GLP-1R form is constitutively active; 410,000 compounds, 1.6% hits; P43220; Potency, µM (highest dose often 38.3 µM), without a hit: at the highest dose activity change, negative = inhibition, hits mostly inhibitors; AID 624417; also: potency is read from the fitted curve at half-maximal effect; % is scaled to controls: 0 for no effect and ±100 for the full control effect; nearly all actives have a fitted effect of over 55% in size
#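 Cells are plated, allowed 12 hours at 37 deg C, then treated with compounds for 24 hr before luciferase detection reagent is added and luminescence is read after 12 min at room temperature. The HEK293 line carries constitutively active GLP-1R with a cAMP-responsive reporter.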
# IL2 activator: activates IL-2 in a cell-based reporter assay; 360,000 compounds, 0.065% hits; activation, % (series mostly up to about 46 µM); IL-2 activation reporter assay, cell-based qHTS; stimulated with anti-CD3/CD4/CD28 beads; in transgenic mouse T cells; AID 652025; in the data active = activation above about 50%; inconclusive = mostly about 30% to 49%; also: 0% is about no effect
#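 Unstimulated transgenic mouse T cells; 60-min compound exposure; bead-based TCR/CD4/CD28 stimulation; 18 h culture, 37 degrees C; dual fluorescence (EGFP, DsRed) plate cytometry.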
# D3 antag: antagonists of human D3 dopamine receptor; D3R cells, DiscoveRx beta-arrestin luminescence, antagonist mode; stronger effect = lower value; max response, negative = inhibition, %; AID 652054; 360,000 compounds, 2.5% hits; in the data active = max response below about -50%; inconclusive = no clear call, values can overlap the other calls; also: % is scaled to controls: 0 for no effect and ±100 for the full control effect; mostly tested at two doses, the higher about 12 µM
#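 Cells plated overnight at 1500 cells/well, then exposed to library compounds with dopamine controls for 90 minutes at 37 degrees C. DiscoveRx reagent added for 30–60 minutes at room temperature; luminescence read, quantitative HTS format.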
# HEK293 tox: cytotoxicity in counter-screen for GLP-1R inverse agonists | HEK293 cAMP-luciferase reporter cells, luminescence, 24 h | Potency, µM (titrated, usually from 38.3 µM), inactives show at the highest dose activity change, negative = inhibition, hits mostly inhibitors | 410,000 compounds, 0.13% hits | AID 624418;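 also: loss of luciferase light is scored as toxicity; potency is read from the fitted curve at half-maximal effect; % is scaled to controls: 0 for no effect and ±100 for the full control effect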
#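 Step one: seed cells (200 cells/uL, DMEM with 10% Nu serum, 1% pen-strep). Step two: 12-hour incubation at 37 deg C. Step three: pin 23 nL compound, incubate 24 hr. Step four: add luciferase reagent, read luminescence 12 min later.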
# PI5P4Ka inh: blocks human PI5P4K alpha kinase activity; PI5P4Kalpha enzyme, ADP-Glo luminescence, 60 min; stronger effect = lower value; max response, %; P48426; AID 652105; 330,000 compounds, 1.2% hits; active = max response of -50% or lower; inconclusive = between -30% and -50%; inactive = -30% or higher; also: value at the top dose of about 77 µM; % is scaled to controls: 0 for no effect and ±100 for the full control effect
#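 Human PI5P4Kalpha with substrate in 0.038 M HEPES pH 7.4, 0.28 mM EGTA, 0.1% CHAPS, 5% DMSO; reaction started with 5 microM ATP (final), 60 min at room temperature. ADP formed read by ADP-Glo luminescence.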
# Numbers without * were called inactive; ? = inconclusive; nt = no result given; & = joins results of further samples; [ ] = remark or other dose. Unless noted, calls follow the shape of the dose curve; as a rule, active = well fitted curve in the direction sought with a large enough effect; inconclusive = small, poorly fitted or top-dose-only effect, or another doubt; inactive = no such curve, though single readings can be large; an effect the other way counts as inactive or inconclusive.
# The first 7 compounds, ahead of the listing:
SMILES,GLP-1R agonist,WRN helicase inh,PLK1 PBD block,DRD3 agonist,GLP-1R inv ag,IL2 activator,D3 antag,HEK293 tox,PI5P4Ka inh
CCN(C[C@H]1N[C@@](C)(C(=O)OC)[C@H]2C(=O)N(C)C(=O)[C@@H]12)C(=O)C1CCCCC1,-0.2%,4.8%,4.4%,5.9,17.5%,-0.2,17.1,2.2%,2.0
CCOC(=O)C1=C(C)NC(=O)NC1c1cn(-c2ccccc2)nc1-c1ccc(OCC)cc1 (stereo not drawn),1.5%,nt,nt,9.4,-10.9%,nt,nt,-17.0%,nt
COc1ccccc1C(CNC(=O)c1cccc(S(=O)(=O)N2CCCc3ccccc32)c1)N(C)C (stereo not drawn),1.2%,4.7%,-6.0%,-15.6,?,-1.8,-23.3,-28.2%,-6.8
Cc1ccc(OCCNS(=O)(=O)c2ccc(N3CCCC3=O)cc2)cc1,-0.4%,-0.4%,1.5%,11.4,-25.9%,-0.5,-21.7,-2.4%,-3.9
Cc1ccc(S(=O)(=O)Nc2c(C)n(C)n(-c3ccccc3)c2=O)cc1,-1.1%&-4.8%,-2.4%&-7.7%,1.9%&-2.0%,13.2&-2.5,56.1%&-16.1%[activator],-0.4&0.0,5.1&0.8,3.9%&0.1%,-4.3
CC(=O)Nc1ccc(C(=O)COC(=O)C2CC2)c(F)c1,3.2%,-4.9%,-2.0%,2.5,38.1%,-0.6,13.5,-0.9%,-1.6
O=C(O)CCC(=O)Nc1cccc(C(=O)Nc2ccc(Br)cc2)c1,3.7%,-23.4%,-6.3%,-1.2,11.9%,-0.2,3.5,11.7%,2.7

# All compounds of this part, previewed entries included:
SMILES,GLP-1R agonist,WRN helicase inh,PLK1 PBD block,DRD3 agonist,GLP-1R inv ag,IL2 activator,D3 antag,HEK293 tox,PI5P4Ka inh
CCN(C[C@H]1N[C@@](C)(C(=O)OC)[C@H]2C(=O)N(C)C(=O)[C@@H]12)C(=O)C1CCCCC1,-0.2%,4.8%,4.4%,5.9,17.5%,-0.2,17.1,2.2%,2.0
CCOC(=O)C1=C(C)NC(=O)NC1c1cn(-c2ccccc2)nc1-c1ccc(OCC)cc1 (stereo not drawn),1.5%,nt,nt,9.4,-10.9%,nt,nt,-17.0%,nt
COc1ccccc1C(CNC(=O)c1cccc(S(=O)(=O)N2CCCc3ccccc32)c1)N(C)C (stereo not drawn),1.2%,4.7%,-6.0%,-15.6,?,-1.8,-23.3,-28.2%,-6.8
Cc1ccc(OCCNS(=O)(=O)c2ccc(N3CCCC3=O)cc2)cc1,-0.4%,-0.4%,1.5%,11.4,-25.9%,-0.5,-21.7,-2.4%,-3.9
Cc1ccc(S(=O)(=O)Nc2c(C)n(C)n(-c3ccccc3)c2=O)cc1,-1.1%&-4.8%,-2.4%&-7.7%,1.9%&-2.0%,13.2&-2.5,56.1%&-16.1%[activator],-0.4&0.0,5.1&0.8,3.9%&0.1%,-4.3
CC(=O)Nc1ccc(C(=O)COC(=O)C2CC2)c(F)c1,3.2%,-4.9%,-2.0%,2.5,38.1%,-0.6,13.5,-0.9%,-1.6
O=C(O)CCC(=O)Nc1cccc(C(=O)Nc2ccc(Br)cc2)c1,3.7%,-23.4%,-6.3%,-1.2,11.9%,-0.2,3.5,11.7%,2.7
N#Cc1c(N)sc2c1CCN(C(=O)OCc1ccccc1)C2,?,-6.7%,23.8µM*,-3.4,301.6%[activator],-0.4,-7.7,9.6%,nt
O=C(Nc1ccc(F)cc1)c1ccc2c(=O)n3c(nc2c1)CCCCC3,8.2%,0.5%,-7.0%,4.3&-9.8,21.0%&9.2%,0.2,1.6,0.5%&-17.8%,1.5
CC(C)OC(=O)N(C)C[C@@H]1OCc2ccccc2-c2c(n(C)c3ccccc23)C(=O)N([C@@H](C)CO)C[C@H]1C,9.4%,1.8%,1.7%,-0.9,-0.9%,-2.4,4.7,-2.1%,11.7
N#C/C(=N\Nc1cccc(F)c1)C(=N)N1CCCCCC1,27.0%,-0.1%,-11.2%,-12.5,21.8%,0.1,-25.6,-19.5%,5.0
CC(C)CNS(=O)(=O)c1ccc(S(=O)(=O)N2CCC3(CC2)OCCO3)cc1,2.8%,20.0%,-9.7%,-9.3,-9.7%,-0.4,-16.5,66.5%[activator],6.5
CC1=C(C(=O)N(C(C)C)C(C)C)CC(CC(=O)NC2CCCC2)C(=O)N1Cc1ccc(C(C)(C)C)cc1 (stereo not drawn),-2.4%,1.4%,-2.7%,-7.2,?,-0.8,?,-4.5%,-8.3
COCCCN(CCNC(=O)c1ccc(NC2=NC3CS(=O)(=O)CC3S2)cc1)Cc1ccco1 (stereo not drawn),-1.7%,-7.3%,-3.4%,1.8,5.9%,0.4,23.6,-0.5%,1.0
CN1C(=O)/C(=C/c2cccc(Cl)c2)Sc2ccc(C(=O)N3CCCC3)cc21,-4.8%,0.6%,-2.0%,38.5*,10.6%,-0.2,23.1,5.9%,-4.7
C=CCNC(=O)c1onc(CSc2cccc(OC)c2)c1C(=O)NCC=C,-1.4%,1.6%,-1.4%,0.0,-9.5%,0.1,-3.6,-4.6%,3.1
CCC(C)NCCOc1ccccc1C (stereo not drawn),-2.3%,3.7%,-5.4%,-33.8,-18.6%,-3.3,-67.5*,5.6%,-5.2
CC(CSC(=O)c1ccccc1)C(=O)N1c2ccccc2CC1C(=O)O (stereo not drawn),-5.6%,5.6%[57.1 µM],-13.8%,-9.0,?,1.7,?,-0.3%,-2.4
CN(C)C(=O)[C@H]1C[C@H]1[C@@H](O)[C@H](CO)NC(=O)[C@H](COCc1ccccc1)NC(=O)OC(C)(C)C,-4.6%,5.8%,-2.8%,-18.6,14.4%,-0.5,-9.0,-9.9%,0.0
CC(=O)N(C)c1ccc(N=C2C(=O)Nc3ccccc32)cc1,-3.8%,-16.6%,-19.2%,-11.6,18.1%,-3.5,-18.9,-6.3%,-19.6
COC(=O)[C@@]1(Cc2ccc(OC)cc2)[C@H]2c3cc(C(=O)N(C)C)[nH]c3C[C@H]2CN1C(=O)c1ccccc1,-6.4%,1.6%,-1.6%,13.2,-45.3%,0.3,2.0,-12.4%,3.5
COc1ccc(CCNC(=O)C(=O)NCC2OCCN2S(=O)(=O)c2ccc(OC)c(C)c2)cc1 (stereo not drawn),11.0%,-1.8%,-8.1%,1.6,-8.4%,-4.1,12.9,1.3%,-0.5
Cc1ccccc1Nc1c([N+](=O)[O-])ccc2c1=NC1(CCCCC1)N=2,-14.7%,2.9%,2.0%,6.5,-6.4%,1.1,-14.0,5.6%,nt
O=C(CC1N=C2c3ccccc3N=C(SCc3ccccc3Cl)N2C1=O)NCc1ccco1 (stereo not drawn),0.5%,-16.7%,-16.6%,-1.8,?,-1.5,-17.3,?,-13.0
CCCNC(=O)C1(C)CCCN(C(=O)c2ccccc2F)C1 (stereo not drawn),14.5%,2.3%,-2.9%,6.4,15.2%,0.8,15.5,3.4%,-4.6
COC(=O)C1(C)COP(=O)(NC23CC4CC(CC(C4)C2)C3)OC1 (stereo not drawn),2.2%,-3.8%,1.6%,3.8,74.8%[activator],3.0,19.0,5.3%,1.1
CCOC(=O)c1cc2sc(C)cc2n1CC(=O)NCCc1ccccc1,8.5%,-10.3%,0.2%,5.8,?,-2.5,18.4,14.2%,nt
CC(C)C1N=C2c3ccccc3N=C(SCc3cc(=O)n4cc(Cl)ccc4n3)N2C1=O (stereo not drawn),20.0%,1.4%,-1.1%,4.9,19.0%,1.0,12.2,-3.6%,-5.3
CCc1cc(=O)oc2c3c(cc(OCC(=O)NCc4ccco4)c12)OC(C)(C)CC3,24.7%,4.2%,-3.3%,-14.1,?,-0.7,-19.3,-10.8%,-6.8
[O-]c1n[n+](-c2ccc(Cl)cc2Cl)cc2ccccc12,5.4%,-0.3%,-9.6%,-7.1,?,-0.4,-6.4,7.8%,2.8
COc1ccc(-n2ccc(=O)c(C(=O)Nc3ccc(S(=O)(=O)Nc4nccs4)cc3)n2)cc1,-0.5%,-24.5%,?,-4.5,8.1%,2.5,12.2,0.5%,-5.7
CCOC(=O)CSCC(NC(=O)OC(C)(C)C)C(=O)OCC (stereo not drawn),-0.3%,-8.6%,-8.0%,-10.8,-3.8%,0.0,68.6,3.9%,-0.8
O=C(CN1C2CCCC1CC(NC(=O)c1ccccc1)C2)Nc1ccccc1C(F)(F)F (stereo not drawn),13.2%,4.5%,-19.9%,5.1,2µM*,-0.2,22.7,-6.5%,24.4
CCOC(=O)C(/C=C(\C#N)C(=O)OCC)=C(/N)N1CCN(c2ccc(OC)cc2)CC1,2.9%,-3.6%,-6.6%,-13.0,-16.2%,1.1,-19.2,-12.0%,2.6
Cc1ccc(NC(=O)CSc2nnc(N)s2)cc1S(=O)(=O)N1CCCCC1,12.1%,-28.7%,-1.7%,13.4,17.7%,2.1,-3.8,10.7%,-3.5
Cc1ccc(C(=O)NC2CC3CCCC(C2)N3Cc2ccccc2)cc1 (stereo not drawn),5.0%,0.2%,-27.3%,-29.6,-3.3%,1.3,-79.7*,3.3%,2.4
